TbREL1 primary: TbREL1 inhibition, primary screen. AID 1117264. P86926. 89,000 compounds, 0.49% hits. TbREL1 RNA ligation, FRET fluorescence. inhibition, % at 9.66 µM;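 active = inhibition above the mean inhibition across all screened compounds plus 3 SD, cut at about 11% in these data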;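 also: 0% = plate median of test wells and 100% = NSC42067 control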
Target sequence (P86926 whole entry, looked up): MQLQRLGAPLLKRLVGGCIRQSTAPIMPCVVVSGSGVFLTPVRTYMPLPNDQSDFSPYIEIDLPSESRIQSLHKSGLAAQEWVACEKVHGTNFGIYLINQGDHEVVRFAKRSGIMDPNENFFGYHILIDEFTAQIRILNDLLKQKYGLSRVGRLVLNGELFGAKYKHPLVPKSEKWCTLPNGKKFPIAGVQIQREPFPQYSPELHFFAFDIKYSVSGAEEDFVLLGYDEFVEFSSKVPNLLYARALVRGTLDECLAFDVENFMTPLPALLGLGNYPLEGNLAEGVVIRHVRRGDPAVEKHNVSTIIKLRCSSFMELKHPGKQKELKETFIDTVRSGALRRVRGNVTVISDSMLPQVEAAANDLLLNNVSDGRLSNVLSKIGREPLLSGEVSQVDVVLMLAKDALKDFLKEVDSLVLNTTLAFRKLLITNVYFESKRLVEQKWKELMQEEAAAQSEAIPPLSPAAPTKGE
* = called active by the depositor.

SMILES	TbREL1 primary
Cc1cccc2c1NC(=O)/C2=C\C(=O)c1cccs1	9
O=c1cc(-c2ccc(O)cc2)oc2cc(O[C@@H]3O[C@H](CO)[C@@H](O)[C@H](O)[C@H]3O[C@@H]3OC[C@](O)(CO)[C@H]3O)cc(O)c12	-1
Cc1cc(C)cc(OCC2CNC(=O)O2)c1 (stereo not given)	6
C/C=C(/C)C(=O)O[C@@H]1c2cc(OC)c(OC)c(OC)c2-c2c(cc3c(c2OC)OCO3)C[C@H](C)[C@]1(C)O	-4
CC12CCC(=O)C=C1CCC1C2CCC2(C)C1CC[C@]2(O)C(=O)CO (stereo not given in full)	2

A run of entries of the results above, for reference:
SMILES	TbREL1 primary
C/C=C(/C)C(=O)O[C@@H]1c2cc(OC)c(OC)c(OC)c2-c2c(cc3c(c2OC)OCO3)C[C@H](C)[C@]1(C)O	-4
CC12CCC(=O)C=C1CCC1C2CCC2(C)C1CC[C@]2(O)C(=O)CO (stereo not given in full)	2

A portion of the library (hit frequency here may not be typical).
